Screening results from PubChem.
NPY Y1 blocker: NPY-Y1 (human) receptor antagonism. P25929. HEK293-CNG Y1 cells, membrane potential fluorescence; NPY at EC95, then isoproterenol. inhibition, % at 3.6 µM. actives 1% (n = 200,000);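 active = inhibition above the campaign mean inhibition of all tested compounds plus 3 SD, cut at about 20% in these data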;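 also: 0% = DMSO wells given NPY plus isoproterenol and 100% = isoproterenol alone without NPY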
Target sequence (P25929 whole entry, looked up): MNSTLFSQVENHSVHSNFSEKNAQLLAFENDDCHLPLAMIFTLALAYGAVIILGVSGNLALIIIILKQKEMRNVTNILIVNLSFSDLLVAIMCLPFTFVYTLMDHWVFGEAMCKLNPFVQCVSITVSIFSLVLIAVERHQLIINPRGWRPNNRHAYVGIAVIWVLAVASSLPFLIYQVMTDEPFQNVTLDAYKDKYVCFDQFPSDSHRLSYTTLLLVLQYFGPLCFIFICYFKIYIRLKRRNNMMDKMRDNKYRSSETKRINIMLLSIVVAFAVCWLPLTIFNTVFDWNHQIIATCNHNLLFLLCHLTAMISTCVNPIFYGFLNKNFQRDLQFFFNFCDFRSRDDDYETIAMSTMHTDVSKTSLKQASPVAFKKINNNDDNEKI
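Assay system: HEK293 cells with Y1 receptor plus CNG channel | Probe or stimulus: NPY (25 nM), isoproterenol (1 µM), Ro 20-1724 (25 µM) | Timing: Compound incubation 1 h at room temperature, readout 45 min post-stimulation | Measured by: Membrane-potential fluorescent dye readout | Benchmarks: High control isoproterenol alone, low control NPY with isoproterenol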
Runt-CBFb FRET: blocks binding of human RUNX1 Runt domain to CBFb | actives 0.46% (n = 220,000) | AID 1496 | inhibition, % at 20 µM | Cerulean-Runt/Venus-CBFb FRET ratio 530/480, 1 h;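 active = inhibition over about 50% at 20 µM in the single-dose screen, limit read from the data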;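 also: 0% = DMSO wells and 100% = excess unlabeled CBFb competitor control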
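test system = Cerulean-tagged RUNX1 Runt domain (FRET donor) fusion protein | reagent = Venus-CBFb binding partner, 100 nM | incubation = protein complex preformed 1 h, compound exposure 1 h, room temperature, dark | detection = FRET fluorescence | read-out basis = loss of energy transfer signal | controls = 5 µM unlabeled CBFb as full-inhibition high control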
NPY-Y1 PAM-ag: human NPY-Y1 potentiation or agonism, primary screen | NPY-Y1 expressing cells, potentiator/agonist activation | activation, % at 3.6 µM | actives 0.37% (n = 220,000); in the data active = activation above about 33%, passing the limit was not always enough;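 also: cells stimulated with NPY at EC10 then isoproterenol at EC100; 0% = low agonist plus stimulus and 100% = saturating agonist plus stimulus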
RBBP9 inh: human RBBP9 hydrolase inhibition; inhibition, % at 7.94 µM; actives 0.2% (n = 220,000); recombinant RBBP9, FP-Rh probe fluorescence polarization; O75884;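 active = inhibition above the campaign mean of all tested compounds plus 3 SD, cut at about 14% in these data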;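 also: plate controls were DMSO wells with RBBP9 for no effect and wells lacking RBBP9 protein for full effect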
Target sequence (O75884 whole entry, looked up): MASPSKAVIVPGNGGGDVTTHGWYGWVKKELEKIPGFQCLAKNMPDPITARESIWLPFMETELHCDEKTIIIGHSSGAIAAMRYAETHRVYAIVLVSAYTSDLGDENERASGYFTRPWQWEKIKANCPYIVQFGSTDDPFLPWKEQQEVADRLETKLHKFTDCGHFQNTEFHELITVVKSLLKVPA
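Test system – recombinant human RBBP9 · Input – RBBP9 2.5 µM in dispensing solution, pre-mixing · Medium – Tris buffer pH 8.0, NaCl, Pluronic · Schedule – preincubation 30 min plus labeling 45 min at 25 °C · Measured by – fluorescence polarization · Measure – % inhibition · Controls – DMSO and no-protein wells · Replicates – one well per compound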
S1P4 ag: agonists of human S1P4 receptor; S1P4-expressing cell line, agonist reporter assay; actives 0.35% (n = 220,000); O95977; activation, % at 4.98 µM; in the data active = activation above about 11%;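 also: 0% = DMSO vehicle and 100% = reference agonist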
NPY-Y2 PAM-ag: potentiates or activates human NPY-Y2 receptor; cells expressing NPY-Y2, potentiator/agonist read-out; P49146; activation, % at 3.6 µM; actives 0.45% (n = 220,000); in the data active = activation above about 27%;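 also: cells stimulated with NPY near EC25 plus isoproterenol at EC100; 0% = vehicle plus submaximal agonist and 100% = vehicle plus saturating agonist; some results beyond the cut were filed as inactive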
Target sequence (P49146 whole entry, looked up): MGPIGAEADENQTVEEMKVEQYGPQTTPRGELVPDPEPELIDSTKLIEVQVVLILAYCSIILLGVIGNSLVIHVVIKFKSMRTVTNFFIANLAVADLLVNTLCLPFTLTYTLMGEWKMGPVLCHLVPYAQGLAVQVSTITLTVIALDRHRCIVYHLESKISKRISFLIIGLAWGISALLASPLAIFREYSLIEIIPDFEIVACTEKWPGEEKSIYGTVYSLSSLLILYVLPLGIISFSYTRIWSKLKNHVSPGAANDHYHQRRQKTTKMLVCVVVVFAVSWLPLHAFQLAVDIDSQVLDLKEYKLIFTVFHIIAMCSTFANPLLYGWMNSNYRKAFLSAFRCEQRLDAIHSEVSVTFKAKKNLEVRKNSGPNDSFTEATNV
Ba/F3 V617F tox: lowers viability of Ba/F3 cells expressing EpoR and JAK2V617F | ATP luminescence | inhibition, % at 5.6 µM | actives 1.1% (n = 220,000) | AID 1446;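 active = inhibition above the campaign mean plus 3 SD over all tested compounds, cut at about 24% in these data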;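 also: cytokine-independent growth of Ba/F3 cells driven by EpoR plus mutant JAK2; 0% = DMSO-treated cells and 100% = JAK inhibitor I control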
BaF3 parental: parental Ba/F3 viability inhibition as JAK2V617F counter-screen | AID 1486 | CellTiter-Glo ATP luminescence | inhibition, % at 5.6 µM | actives 1.1% (n = 220,000);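 active = inhibition above a per-campaign cutoff, the mean inhibition of all tested compounds plus 3 SD, cut at about 27% in these data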;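 also: 0% = DMSO wells and 100% = JAK Inhibitor I control wells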
S1P4 antag: human S1P4 receptor antagonism; actives 0.26% (n = 220,000); S1P4-expressing cells, antagonist mode, reporter read-out; inhibition, % at 4.98 µM; O95977; AID 1510; in the data active = inhibition above about 29%;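 also: 0% = wells stimulated with agonist and 100% = vehicle wells without agonist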
Active calls of the source: *; . = no result given. The order is random; overall some 3.6% were active at least once.

entry	mol	NPY Y1 blocker	Runt-CBFb FRET	NPY-Y1 PAM-ag	RBBP9 inh	S1P4 ag	NPY-Y2 PAM-ag	Ba/F3 V617F tox	BaF3 parental	S1P4 antag
1	O=S(=O)(Cc1ccc(Cl)cc1)c1ccccc1-c1nnc(-c2ccccc2)o1	2	1	8	-7	0.6	-14	0	4	-14
2	NNC(=O)c1nc(-c2ccccc2)n2c1CCCCC2	0	2	4	-8	1.0	6	-2	1	14
3	CC1CCc2c(sc3nc(CSc4ncn[nH]4)[nH]c(=O)c23)C1 (configuration not stated)	-1	0	-1	-10	-0.5	-7	1	1	-9
4	O=c1[nH]n2c(=O)c3c([nH]c2c1N=Nc1cccc(Cl)c1)CCC3	-3	-8	5	-4	-0.4	4	-1	2	6
5	COc1ccc(O)c(-c2cc(-c3cccc(Br)c3)n[nH]2)c1	-1	0	23	-6	2.0	27	-3	0	-9
6	CN1CCN(/C=N/c2c(C#N)cnn2Cc2ccccc2)CC1	-10	0	3	-1	2.4	16	1	7	-2
7	CN1CCN(C(=O)c2cc3nc(-c4ccc(Cl)cc4)cc(C(F)(F)F)n3n2)CC1	-1	-5	-22	-1	1.4	-12	4	3	-9
8	COc1ccc(C2(O)CCN(C(=O)c3c(F)cccc3F)CC2)cc1	-2	-1	10	-4	0.4	-5	-1	4	-9
9	Cc1ccc(CN=C(Nc2ccccc2)NC2CCCCC2)cc1	18	-1	-9	1	0.4	-14	6	11	0
10	Cc1cccc(/C=N/NC(=O)c2cc(-c3cccnc3)nc3ccccc23)c1	-1	-1	-6	2	-3.1	-3	0	2	-9
11	CCOC(=O)C1CCCN(c2nnnn2-c2ccccc2)C1 (configuration not stated)	5	-1	13	-1	-0.3	13	-3	4	-2
12	O=C(CN1CCN(c2ccccn2)CC1)Nc1ccccc1	4	2	4	-2	1.0	-9	4	5	-9
13	CC(C)S(=O)(=O)N1CCCC(C(=O)c2cccc(Cl)c2)C1 (configuration not stated)	13	-2	6	-9	0.3	-12	4	5	-6
14	CN(C)CCCO/N=C(\c1ccccc1)c1ccncc1	-1	0	12	-3	2.2	-4	0	6	5
15	O=[N+]([O-])c1cccc(S(=O)(=O)NCC2CCCO2)c1 (configuration not stated)	1	1	-10	3	-1.0	2	-5	2	-11
16	CCN(CCn1cccn1)Cc1nc(-c2ccccc2)no1	0	0	0	-9	-0.9	5	0	6	-7
17	CN(C(=O)Cc1ccccc1)n1cnnc1	5	0	20	-8	-1.7	0	-1	7	-13
18	N/C(Cc1ccc(Cl)c(Cl)c1)=N\OC(=O)c1ccc(Br)o1	.	0	-13	2	-1.8	-21	1	-3	16
19	CC(NC(=O)c1ccccc1F)c1nnc(SCC(=O)N2CCN(c3ccccc3)CC2)n1C (configuration not stated)	2	-1	-10	4	0.4	8	-3	-1	-26
20	Cc1ccc(N=N/C(=C\O)C(=O)c2ccc(Cl)cc2)cc1	2	-6	12	2	-1.0	18	-3	3	4
21	O=C(N/N=C/c1cc(Cl)cc([N+](=O)[O-])c1O)c1cc(-c2ccccn2)nc2ccccc12	.	-9	13	-6	0.0	-16	-1	-12	-10
22	O=c1[nH][nH]c(-c2ccccc2)c1C=Nc1ccc(OC(F)(F)F)cc1	5	-2	-9	-3	-0.5	-1	-3	2	-12
23	CC1CN(C(=O)c2ccccc2)OC(c2ccc3c(c2)OCO3)O1 (configuration not stated)	19	-1	-17	-8	2.5	-14	2	-1	7
24	N#CCCCSc1nnnn1-c1cccc(Cl)c1	2	-1	21	-4	-0.2	24	-4	1	8
25	COc1ccc(CC(=O)Nc2nncs2)cc1OC	-1	89*	11	-9	0.9	-15	1	1	-7
26	Cc1ccc(/C=c2\sc3nc(-c4ccco4)nn3c2=O)o1	13	53*	-7	-3	-0.5	-6	-4	0	-3
27	O=C(O)c1ccc(-c2cccc([N+](=O)[O-])c2)o1	.	5	0	-11	0.1	-32	0	2	4
28	CC1CCCC(NC(=O)CSC2CCCCC2)C1C (configuration not stated)	7	-4	1	-8	0.6	0	2	2	-10
29	Cc1ccc(C2(c3noc(CN(C)CCCN4CCOCC4)n3)CCCC2)cc1	2	-1	-6	-13	-0.3	-2	0	4	10
30	O=c1cc(CSc2nnc(COc3ccccc3)o2)c2ccccc2[nH]1	7	0	-7	-2	1.4	-21	1	5	-6
31	O=C(COC(=O)c1ccccc1)Nc1ccccc1Br	-2	-2	20	0	0.5	-9	-3	-3	-2
32	CC(C)(C)c1[nH]nc2c1C(Cc1ccccc1)C(C#N)=C(N)O2 (configuration not stated)	-8	2	37	-7	0.5	28	3	10	7
33	O=S(=O)(c1ccc(Br)cc1)n1ccc2ccccc21	1	.	20	4	-1.4	12	22	37*	-12
34	CC(=O)Nc1ccc2c(c1)OCCO2	7	.	7	-4	2.3	-16	-2	-2	6
35	CCCCn1c(N)c(-c2nc3ccccc3o2)c2c([N+](=O)[O-])nn(CC)c(=O)c21	4	-1	9	2	0.5	7	-2	5	-27
36	COc1ccc(C/C(C)=N\NC(=O)c2cn(C)c3ccccc23)cc1OC	.	1	8	-15	2.3	-1	18	10	-8
37	O=C(Oc1cccc2cccnc12)c1cccs1	0	2	-10	-8	1.0	-15	3	8	-18
38	CC(C)C(NC(=O)OCc1ccccc1)C(=O)OCC(=O)N1C(C)CCCC1C (configuration not stated)	-6	1	-3	-10	-0.5	-12	3	7	-4
39	COC(=O)c1cc2sccc2n1CC(=O)N(C)c1ccccc1	0	-2	-2	-1	3.3	-15	0	6	-8
40	CCOC(=O)CSc1nc2ccc(Nc3nc(N4CCOCC4)nc(N4CCOCC4)n3)cc2s1	-1	-4	-20	-7	-1.8	5	-5	-4	6
41	Clc1ccc(-c2cnc3ccccc3n2)cc1	-5	0	-10	-3	-0.9	15	-4	3	-1
42	Cc1nn(-c2ccccc2)c(C)c1/C=N/NC(=O)c1ccccc1NS(=O)(=O)c1cccs1	3	-1	-3	-6	1.3	-8	1	7	-16
43	O=C(NCCOc1ccc2ccccc2c1)c1cncc(Br)c1	.	1	-7	-2	0.3	-29	-3	3	0
44	S=C(Nc1ccccc1)Nc1ccccc1Br	.	0	-5	-6	0.3	-1	1	-2	0
45	Cn1c(Cn2c(=O)sc3ccccc32)nnc1SCC(=O)N1CCc2ccccc21	0	-3	-1	-4	1.4	-4	4	11	-12
46	Cc1noc(C)c1S(=O)(=O)Nc1ccc(C(=O)NCc2ccccc2)cc1	5	0	-26	6	2.0	-2	-5	4	-11
47	COc1ccc(N2CCN(CC(=O)NCc3ccccc3)CC2)cc1	-3	9	0	-8	0.0	-10	-2	0	4
48	CCOc1c(C(N)=O)cc([N+](=O)[O-])cc1[N+](=O)[O-]	-1	-1	-23	-4	-0.1	-4	-1	5	-6
49	Cc1cn2c(-c3ccc(Cl)cc3)nnc2s1	-3	2	-13	0	4.9	-7	-2	0	7
50	CCn1cc(C(=O)O)c(=O)c2cnc(N3CCN(C(=S)NC(=O)c4ccccc4)CC3)nc21	.	7	2	4	-1.0	-26	-2	-1	-2
51	CCCCC(C(=O)OCC)C(N)Cc1ccc(F)cc1 (configuration not stated)	18	-3	17	-6	0.2	14	0	6	0
52	C=CCn1c(SCC#N)nc2ccccc2c1=O	5	-2	9	2	0.8	24	-3	-2	-1
53	O=C1C(Cl)=C(NC2CCCCC2)C(=O)N1Cc1ccccc1	3	-12	4	-5	-0.2	1	1	5	-2
54	CCN1CCCC1CNC(=O)c1csc2c1CCCC2 (configuration not stated)	0	0	-34	-4	0.8	-2	4	1	-7
55	CC1=C(C(=O)Nc2ccc(C)cc2)C(c2ccco2)NC(=O)N1 (configuration not stated)	0	-3	-26	6	1.8	-1	-7	-1	-3
56	CCOC(=O)c1cc(C#N)c(Oc2ccccc2)nc1-c1ccccc1	2	-1	-18	-5	0.3	-4	1	2	-5
57	O=c1[nH]c2sc3c(c2c2nncn12)CCCC3	0	0	12	0	1.9	6	3	0	-16
58	Clc1ccc2nc(CSc3ncn[nH]3)cn2c1	1	1	11	3	-1.2	2	-2	-4	-6
59	CCc1ccccc1SCc1noc(C(=O)NCC2CCCO2)c1C(=O)O (configuration not stated)	2	-1	-8	3	0.2	-21	-4	0	14
60	O=C(O)c1cccn1Cc1ccccc1F	4	-2	-11	2	1.0	1	1	6	4

Structural class, the entries above containing a CF3 group.
entry	mol	NPY Y1 blocker	Runt-CBFb FRET	NPY-Y1 PAM-ag	RBBP9 inh	S1P4 ag	NPY-Y2 PAM-ag	Ba/F3 V617F tox	BaF3 parental	S1P4 antag
7	CN1CCN(C(=O)c2cc3nc(-c4ccc(Cl)cc4)cc(C(F)(F)F)n3n2)CC1	-1	-5	-22	-1	1.4	-12	4	3	-9
22	O=c1[nH][nH]c(-c2ccccc2)c1C=Nc1ccc(OC(F)(F)F)cc1	5	-2	-9	-3	-0.5	-1	-3	2	-12

Following part.
entry	mol	NPY Y1 blocker	Runt-CBFb FRET	NPY-Y1 PAM-ag	RBBP9 inh	S1P4 ag	NPY-Y2 PAM-ag	Ba/F3 V617F tox	BaF3 parental	S1P4 antag
61	CC1(C)Cc2c(c(N3CCOCC3)nc3snc(NC(=O)c4ccccc4)c23)CO1	-1	0	-13	2	-2.9	-4	-3	5	-14
62	COC(=O)C1=C(Nc2ccc(C)cc2)C=C(C)C(C(=O)OC)C1c1ccc(F)cc1 (configuration not stated)	33*	-3	-35	-6	0.5	-32	6	4	-18
63	Cc1ccc(C)c(NC(=S)NCc2ccc3c(c2)OCO3)c1	8	0	-15	2	3.0	-23	0	2	-4
64	COc1ccc2cc(C(=O)COC(=O)COc3ccc4c(C)cc(=O)oc4c3)ccc2c1	5	-1	16	-8	-0.3	10	-1	5	-12
65	CC1(C)CC(=O)c2cc(NC(=O)c3ccccc3)c(=O)oc2C1	-3	1	6	-1	-3.6	3	4	9	-1
66	CCOC(=O)N/N=C/c1cn(Cc2ccc(F)cc2)c2ccccc12	.	1	12	-5	0.1	17	1	3	0
67	CCCCCc1ccc(CC(=O)O)cc1	7	-1	-27	4	-1.6	-28	-3	2	-5
68	CCc1cccc(OC2OC(CO)C(O)C(O)C2NC(C)=O)c1 (configuration not stated)	1	0	0	-1	0.4	9	-1	2	-5
69	COc1ccc(-c2[nH]nc3c2C(c2ccncc2)C(C#N)=C(N)O3)cc1 (configuration not stated)	0	0	10	2	0.2	-5	1	0	-12
70	COc1ccc(/C=N/n2cnnc2)cc1Oc1nc(Cl)ncc1F	-3	0	24	-5	-0.4	-8	-4	-1	1
71	CCC(C)C(NC(=O)OC(C)(C)C)C(=O)NC(C)C(N)=O (configuration not stated)	7	0	-4	-7	3.5	4	-1	4	-19
72	COc1cccc(NC(=O)CN2CCN(S(=O)(=O)c3ccc(C(C)C)cc3)CC2)c1	-3	-4	-19	-3	-1.1	-10	-2	4	-14
73	CC1(C)CC(=O)c2sc(NS(=O)(=O)c3ccccc3)nc2C1	3	2	2	-12	-0.8	6	-3	0	6
74	COc1ccc(C(=O)/C=C/c2ccc3c(c2)OCCO3)cc1	.	-4	-11	-11	-0.5	-7	-3	2	3
